TEAD-YAP inh – TEAD-YAP interaction inhibition; HEK-TIYL cells, TEAD-Gal4/YAP UAS-luciferase luminescence; inhibition, % at 9.12 µM; actives 1.4% (n = 640,000); in the data active means inhibition above about 32%;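 further: 0% = median of test compound wells and 100% = reference inhibitor wells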
GPR151 activ – activates the human receptor GPR151; activation, % at 11.2 µM; actives 1% (n = 650,000); AID 1508602; Q8TDV0; PathHunter beta-arrestin GPR151 cells, luminescence; in the data active means activation above about 4.9%;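 further: 0% = median of compound wells and 100% = cells with positive control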
Target sequence (Q8TDV0 whole entry, looked up): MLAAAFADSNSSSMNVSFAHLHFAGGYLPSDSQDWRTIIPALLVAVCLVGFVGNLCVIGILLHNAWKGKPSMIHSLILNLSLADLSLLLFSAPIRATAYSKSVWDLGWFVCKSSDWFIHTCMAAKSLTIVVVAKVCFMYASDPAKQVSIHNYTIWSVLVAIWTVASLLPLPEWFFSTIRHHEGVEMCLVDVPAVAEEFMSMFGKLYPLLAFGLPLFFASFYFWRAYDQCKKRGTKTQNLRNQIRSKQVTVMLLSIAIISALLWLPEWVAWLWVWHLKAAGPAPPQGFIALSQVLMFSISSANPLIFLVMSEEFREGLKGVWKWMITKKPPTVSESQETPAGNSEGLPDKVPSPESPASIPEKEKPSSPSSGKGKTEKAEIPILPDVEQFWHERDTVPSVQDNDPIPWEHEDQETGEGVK
FBW7 activator – human FBW7 E3 ligase activation, primary screen. Q969H0. AlphaScreen FBW7–phospho-cyclin E peptide binding, activator screen. normalized activity (activation), % at 26.1 µM. actives 0.13% (n = 650,000); in the data active means normalized activity above about 1.9%;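 further: purified mutant Fbw7 with reduced substrate affinity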
MITF primary – inhibitors of human MITF; AlphaScreen MITF homodimerization, bead proximity signal; inhibition, % at 2.6 µM; O75030; actives 0.91% (n = 650,000); in the data active means inhibition above about 50%;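 further: 0% = vehicle wells with protein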
Target sequence (O75030 whole entry, looked up): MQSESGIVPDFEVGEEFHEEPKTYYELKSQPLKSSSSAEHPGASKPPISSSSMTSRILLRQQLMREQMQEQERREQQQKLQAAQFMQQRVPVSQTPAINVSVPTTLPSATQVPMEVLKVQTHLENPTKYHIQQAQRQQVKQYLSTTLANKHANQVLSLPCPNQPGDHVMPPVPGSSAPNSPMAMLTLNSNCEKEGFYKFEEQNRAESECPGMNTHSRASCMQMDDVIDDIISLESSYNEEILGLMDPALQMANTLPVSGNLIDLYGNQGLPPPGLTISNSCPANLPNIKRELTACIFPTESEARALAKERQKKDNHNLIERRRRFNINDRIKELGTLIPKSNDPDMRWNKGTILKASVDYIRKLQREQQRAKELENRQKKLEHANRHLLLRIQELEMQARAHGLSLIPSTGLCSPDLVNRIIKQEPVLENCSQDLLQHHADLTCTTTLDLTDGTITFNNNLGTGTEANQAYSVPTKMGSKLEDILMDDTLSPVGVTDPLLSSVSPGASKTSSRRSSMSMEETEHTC
Active calls of the source: *; & = joins results of further samples.

Values run as follows: TEAD-YAP inh	GPR151 activ	FBW7 activator	MITF primary
1) Cc1ccsc1C(=O)N1CCN(c2ccccn2)CC1
 : 7.8	-0.6	0.3	12.7
2) COc1ccc(C(=O)CSC2=C(C#N)C(c3ccc(OC)cc3)CC(=O)N2)cc1 (configuration not stated)
 : -36.4	-0.4	0.0	-9.3
3) Cc1cc2nc(=O)c(C=C3C=CC(=O)C=C3)c(N)n2o1
 : 2.8	-2.1	0.1	-0.8
4) O=C(Nc1nc2ccc(-c3cn[nH]c3)cc2s1)C1CNCC1c1ccccc1 (configuration not stated)
 : 53.9*	-1.2	1.0	12.9
5) CC(C)NS(=O)(=O)c1ccc(OCC(=O)NC(C)c2ccccc2)cc1 (configuration not stated)
 : -0.4	1.7	-0.3	19.8
6) CCOc1ccccc1C1C(C(=O)OC)=CN(C(C)C)C=C1C(=O)OC
 : -0.3	-0.1	0.1	-4.8
7) COc1cc(/C=C(\C#N)c2nc3ccc(C)cc3[nH]2)ccc1OCc1ccc(C)cc1
 : -54.6	-0.6	0.8	10.5
8) COc1cc(Nc2nccn3c(-c4cccc(CO)c4)cnc23)cc(OC)c1OC
 : 3.1	-0.3	-0.1	-2.0
9) CCOc1ccc(C2NCCc3c2[nH]c2ccccc32)cc1 (configuration not stated)
 : -5.9	1.5	-0.1	-3.7
10) COC(=O)CCSc1nc2sc3c(c2c(=O)n1-c1ccccc1)CCC(C(C)(C)C)C3 (configuration not stated)
 : -5.1	-0.2	0.2	10.7
11) Cc1cc2ncn(-c3nnnn3-c3ccccc3)c2cc1C
 : -2.3	-1.0	0.1	7.4
12) Cc1cccn2c(CN3CCCC3c3ccc(F)cc3)c(C(=O)N3CCOCC3)nc12 (configuration not stated)
 : 5.4	1.3	0.1	14.2
13) CC(=O)CC1=C(C(=O)O)N2C(=O)C(N)C2SC1 (configuration not stated)
 : 10.9	-0.2	0.1	60.6*
14) Cc1cccn2c(=O)c3c(nc12)CCN(C(=O)Nc1cccc(Cl)c1)C3
 : -0.3	-2.5	0.0	-9.8
15) Cc1sc2nc(SCC(=O)N3CCOCC3)[nH]c(=O)c2c1C
 : -4.3&13.8	0.2&1.1	0.0&-0.1	6.1&-2.8
16) COc1ccc(-c2noc(CN(C(=O)CC3CCCCC3)C(C)C)n2)cc1
 : -7.6	-1.4	0.1	-2.9
17) Cc1ccccc1-n1c(-c2ccc(Cl)cc2Cl)n[nH]c1=S
 : -2.8	0.5	1.9*	16.4
18) CCC[C@@H]1NC(=O)[C@@H]2C[C@H](NC(=O)Nc3ccc(C(C)C)cc3)CN2C1=O
 : 5.3	0.6	0.0	1.4
19) Cc1c(Cl)cccc1-n1c(-c2cccnc2)n[nH]c1=S
 : -5.6	0.1	-0.1	4.3
20) Cc1cc(N2C(=O)C3C4CC(c5ccccc5)C(C4)C3C2=O)no1 (configuration not stated)
 : 1.3	10.6*	-0.2	-0.7
21) COc1cc(CNCC2CCCO2)cc(OC)c1OC (configuration not stated)
 : -7.2	-0.1	-0.1	0.0
22) CN(C(=O)CCc1nnc(-c2ccsc2)o1)C1CCCc2ccccc21 (configuration not stated)
 : -52.9	-0.8	0.0	-2.6
23) Cc1ccn2c(CNCc3cc(C(C)(C)C)n[nH]3)c(C(=O)N3CCCCCC3)nc2c1
 : 8.6	1.5	0.2	0.9
24) CCN1CCCC1CNC(=O)c1ccc(-c2ccccc2C)nc1NCc1cccnc1 (configuration not stated)
 : 0.8	-0.8	0.1	-24.4
25) O=C1OC(c2ccccc2F)=N/C1=C\c1ccc(Cl)c(Cl)c1
 : -7.3	1.0	0.0	3.2
26) COc1ccc(-c2ncc(C)c(NCc3cccnc3)n2)cn1
 : -8.1	0.2	0.2	18.7
27) Cn1cc(C(=O)NN2Cc3ccccc3C2=N)ccc1=O
 : 2.6	0.5	0.0	5.0
28) CN1CCCc2cc(CCNC(=O)CN3C(=O)c4ccccc4C3=O)ccc21
 : -5.0	3.8	0.1	8.1
29) O=C(O)COc1c(Cl)cc(/C=C2/NC(=O)NC2=O)cc1Br
 : -6.1	0.1	-0.1	-9.6
30) O=C1/C(=C/c2cccnc2)N=C2CCCCCN12
 : 1.9	0.7	0.1	10.3
31) CCC(C)NC(=O)C(=O)NC1CCCC1 (configuration not stated)
 : 4.2	-1.3	0.3	8.9
32) Cc1nc2ccccc2nc1CN1CCC2(CC1)CC2C(=O)N(C)Cc1cscn1 (configuration not stated)
 : 7.4	0.0	0.1	15.6
33) Cc1ccc(NC(=O)Nc2ccc3nccnc3c2)cc1C
 : -64.9	-1.1	0.0	-10.2
34) Cc1nc2ccccc2c(=O)n1Cc1cccc([N+](=O)[O-])c1
 : -2.1	0.6	-0.1	-0.6
35) O=C1c2nccnc2C(=O)N1c1cccc(O)c1
 : -4.6	0.9	0.0	-10.2
36) CSCC[C@H](NC(C)=O)C(=O)N1CCC(c2nc(C)ncc2Cc2ccccc2)CC1
 : 7.5	2.0	0.1	9.6
37) Cn1nnc(NC(=O)c2cccc(OCc3ccccc3)c2)n1
 : -5.8	-6.3	0.0	3.3
38) O=C(CCn1c(=S)[nH]c2cc3c(cc2c1=O)OCO3)N1CCN(c2ccccn2)CC1
 : -3.5	2.6	-0.1	-6.1
39) Cc1cccc(C)c1N1CCN(S(=O)(=O)c2ccc([N+](=O)[O-])cc2)CC1
 : 1.8	-1.3	-0.2	2.2
40) COc1ccc(NC(=O)Cn2ncc3c(=O)oc4ccccc4c32)cc1Cl
 : 6.7	-0.2	0.1	10.7

Among those listed so far, twelve have a carbonyl joined to an NH by a bond outside any ring:
Values run as follows: TEAD-YAP inh	GPR151 activ	FBW7 activator	MITF primary
4) O=C(Nc1nc2ccc(-c3cn[nH]c3)cc2s1)C1CNCC1c1ccccc1 (configuration not stated)
 : 53.9*	-1.2	1.0	12.9
5) CC(C)NS(=O)(=O)c1ccc(OCC(=O)NC(C)c2ccccc2)cc1 (configuration not stated)
 : -0.4	1.7	-0.3	19.8
14) Cc1cccn2c(=O)c3c(nc12)CCN(C(=O)Nc1cccc(Cl)c1)C3
 : -0.3	-2.5	0.0	-9.8
18) CCC[C@@H]1NC(=O)[C@@H]2C[C@H](NC(=O)Nc3ccc(C(C)C)cc3)CN2C1=O
 : 5.3	0.6	0.0	1.4
24) CCN1CCCC1CNC(=O)c1ccc(-c2ccccc2C)nc1NCc1cccnc1 (configuration not stated)
 : 0.8	-0.8	0.1	-24.4
27) Cn1cc(C(=O)NN2Cc3ccccc3C2=N)ccc1=O
 : 2.6	0.5	0.0	5.0
28) CN1CCCc2cc(CCNC(=O)CN3C(=O)c4ccccc4C3=O)ccc21
 : -5.0	3.8	0.1	8.1
31) CCC(C)NC(=O)C(=O)NC1CCCC1 (configuration not stated)
 : 4.2	-1.3	0.3	8.9
33) Cc1ccc(NC(=O)Nc2ccc3nccnc3c2)cc1C
 : -64.9	-1.1	0.0	-10.2
36) CSCC[C@H](NC(C)=O)C(=O)N1CCC(c2nc(C)ncc2Cc2ccccc2)CC1
 : 7.5	2.0	0.1	9.6
37) Cn1nnc(NC(=O)c2cccc(OCc3ccccc3)c2)n1
 : -5.8	-6.3	0.0	3.3
40) COc1ccc(NC(=O)Cn2ncc3c(=O)oc4ccccc4c32)cc1Cl
 : 6.7	-0.2	0.1	10.7

New compounds follow
Values run as follows: TEAD-YAP inh	GPR151 activ	FBW7 activator	MITF primary
41) Cc1ccc(Cl)cc1Nc1ncc(F)c(Nc2cc(Cl)ccc2C)n1
 : -6.8	-0.1	0.0	18.3
42) O=C(NCC1CCC2(CCN(C(=O)c3ccc(F)cc3)CC2)O1)c1ccco1 (configuration not stated)
 : -2.4	-0.9	0.6	2.5
43) c1cncc(-c2n[nH]c(C3CCNCC3)n2)c1
 : 1.8	0.1	0.0	4.5
44) O=C(/C=C\Nc1ccc2c(c1)OCO2)c1ccccc1
 : 73.8*	0.5	0.4	1.9
45) NCCNc1ccc([N+](=O)[O-])c(N2CCOCC2)c1
 : 4.8	-0.7	0.0	-5.0
46) O=C(CSc1ncn[nH]1)c1ccccc1
 : -19.5	-0.3	0.5	15.3
47) O=C(Cn1ccc2ccccc21)N1CCN(c2ccc(-c3cccnc3)nn2)CC1
 : 6.8	-0.1	-0.2	-9.9
48) COC(=O)c1ccc(NC(=O)CC2C(=O)N(C)C(=S)N2Cc2ccc3c(c2)OCO3)cc1 (configuration not stated)
 : 1.6	1.3	-0.1	-24.8
49) Cc1ccc(NP2(=O)C=C(c3ccccc3)OC(c3ccccc3)=C2)cc1
 : 3.9	0.7	-0.2	-5.6
50) CCOc1ccc(-n2c(CNC(=O)c3ccco3)nnc2SCC(=O)N2N=C(c3cccs3)CC2c2ccc(F)cc2)cc1 (configuration not stated)
 : -1.3	0.6	-0.1	-9.3
51) Cc1cc(=O)n2[nH]c(NCc3cccc([N+](=O)[O-])c3)nc2n1
 : 1.1	-0.2	0.9	15.9
52) O=C(NCC1CCCN1S(=O)(=O)c1cccs1)c1cccc([N+](=O)[O-])c1 (configuration not stated)
 : -7.8	0.1	0.1	-0.3
53) CCc1ccc(-n2c(=S)sc3c(=O)n(-c4ccc(C)cc4)c(SCC(=O)Nc4ccccc4OC)nc32)cc1
 : -0.8	0.0	0.0	2.9
54) COCCNC(=O)C12CC3CC(CC(Cl)(C3)C1)C2
 : 7.8	-0.7	0.1	5.0
55) O=C1NC(=NCCCN2CCOCC2)S/C1=C/C=C/c1ccccc1
 : -1.0	3.0	0.0	-0.1
56) CCCCn1c(O)c(Nc2ccc3c(c2)=NC(=O)N=3)c2ccccc21
 : 1.8	6.8*	-0.1	0.8
57) COc1cc(C2Nc3cccc4cccc(c34)N2)cc(Br)c1O
 : 5.9	2.1	-0.1	12.9
58) CCn1c(Sc2ccc(C=O)cc2[N+](=O)[O-])nnc1-c1ccncc1
 : -4.3	0.5	-0.3	-2.9
59) Cc1cc(=O)oc2cc(OCC(=O)OCc3nnc(-c4ccccc4)o3)ccc12
 : 4.6	2.2	-0.1	-10.7
60) Cc1nc(-c2ccc(F)cc2)cc(N2CCN(CCO)CC2)n1
 : 2.7	0.6	-0.1	6.0
61) Cn1c(=O)n(CCC(=O)O)c2ccccc21
 : 9.6	0.0	0.6	2.2
62) O=C(Nc1nnc(Cc2ccc(Cl)cc2Cl)s1)c1ccccc1F
 : -1.6	0.9	-0.3	10.2
63) CCOc1cccc(CN2CCOc3ccc(CN4CCNC(=O)C4CC)cc3C2)c1 (configuration not stated)
 : -8.4	-1.2	-0.1	-3.5
64) Cc1ccc(NC(=O)/C=C/c2ccc(Cl)cc2)nc1
 : -24.6	0.5	0.1	12.4
65) CCOCCCNC(=O)c1ccc2c(c1)ncn2-c1ccc(F)c(F)c1
 : -14.2	1.6	-0.1	2.5
66) Cc1cc(Nc2ccccc2)nc(NC2CCC(O)CC2)n1 (configuration not stated)
 : -20.1	-1.0	-0.1	0.1
67) N#CC1=C(N2CCOCC2)c2cc3c(n2C1=N)CCCC3
 : 9.3	0.9	-0.2	8.1
68) CCSc1nnc(NC(=O)Cc2ccccc2[N+](=O)[O-])s1
 : -22.8	0.2	0.1	1.3
69) O=C1COc2cc(S(=O)(=O)N3CCC(C(=O)NC4CCCCCCC4)CC3)ccc2N1
 : -3.4	0.0	0.0	-5.2
70) Cc1ccnc2nc(C(=O)OCCOc3ccccc3)nn12
 : 0.1	-1.9	0.6	14.6
71) O=C1CC(O)(C(F)(F)C(F)F)Oc2c1ccc1ccccc21 (configuration not stated)
 : -11.7	-1.3	0.0	-3.8
72) CC(NC(=O)C[n+]1cccc(Br)c1)c1ccccc1 (configuration not stated)
 : -3.9	0.3	0.1	-5.0
73) COc1ccc(/C=C/C(=O)Nc2ncc(Cc3ccc(Br)cc3)s2)cc1
 : -0.8	-1.3	1.1	3.6
74) CCc1cc2cc3c(cc2n2c(=O)n(CC(=O)Nc4cccc(C)n4)nc12)OCO3
 : 1.0	0.8	-0.3	6.1
75) CC1CCN(C(=O)CN(c2ccc(F)cc2)S(C)(=O)=O)CC1
 : -4.6	-1.4	-0.2	-13.9
76) COCCn1nnnc1C(C(C)C)N1CCN(C(=O)c2ccco2)CC1 (configuration not stated)
 : -6.6	0.3	0.1	7.8
77) CN1c2ccc(F)cc2C(C)(C)C12C=Cc1cc([N+](=O)[O-])ccc1S2 (configuration not stated)
 : 0.2	0.2	-0.1	5.4
78) O=C1c2ccccc2C(O)(Cc2ccccc2)N1Nc1ccc([N+](=O)[O-])cc1 (configuration not stated)
 : -5.7	0.0	-0.1	-2.6
79) CC1CC(C)(C)NC(=S)N1CCCC(=O)Nc1nc2ccccc2s1 (configuration not stated)
 : 6.3	-0.9	0.0	6.1
80) C=CCn1c(CC)nc2c(sc3nc4c(cc32)COC(C)(C)C4)c1=O
 : -20.2	-1.3	-0.1	7.2
